# Screening results from PubChem.
# GSK3A inh = blocks human GSK-3 alpha kinase. ADP-Glo luminescence, 60 min. P49840. 320,000 tested, 0.1% active. inhibition, % at 10 µM;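 in the data active means inhibition above about 50%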;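 further: GST-tagged GSK-3 alpha with peptide substrate and 25 µM ATP; 0% = DMSO neutral wells and 100% = GW8510 positive control wells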
# Target sequence (P49840 whole entry, looked up): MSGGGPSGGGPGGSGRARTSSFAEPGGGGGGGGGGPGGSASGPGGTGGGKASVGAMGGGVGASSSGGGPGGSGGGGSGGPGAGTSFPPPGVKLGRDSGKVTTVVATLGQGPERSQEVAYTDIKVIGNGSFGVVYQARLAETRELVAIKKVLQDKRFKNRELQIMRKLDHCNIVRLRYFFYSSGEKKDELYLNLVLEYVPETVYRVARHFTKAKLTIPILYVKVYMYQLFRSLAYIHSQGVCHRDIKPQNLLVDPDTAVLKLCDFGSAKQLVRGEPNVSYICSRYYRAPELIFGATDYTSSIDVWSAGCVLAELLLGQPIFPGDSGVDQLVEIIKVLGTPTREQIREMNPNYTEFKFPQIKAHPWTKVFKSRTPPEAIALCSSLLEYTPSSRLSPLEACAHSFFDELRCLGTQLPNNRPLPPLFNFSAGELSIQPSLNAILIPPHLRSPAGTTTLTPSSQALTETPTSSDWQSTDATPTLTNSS
# KCNQ1 inh = human KCNQ1 channel inhibition; P51787; CHO-K1 KCNQ1, FluxOR thallium flux fluorescence; hits give high values; B-score at 10 µM; 310,000 tested, 1.3% active; AID 2642;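 active means compounds whose thallium flux B-score, printed positive for inhibition, exceeds three library SD while starting fluorescence stays within three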;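 further: channel opened by potassium depolarization with thallium stimulus after 20 min compound exposure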
# hERG protect = shields human hERG channel from block by proarrhythmic agents; Q12809; CHO-hERG, FluxOR thallium flux, dofetilide IC70 present; activation (rescue from dofetilide block), less the hit threshold, % at 10 µM; 310,000 tested, 0.51% active;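 active means activation above the mean of controls blocked by dofetilide plus 5 SD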;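 further: thallium influx through hERG after potassium depolarization seen as dye fluorescence rise; in these data hits start at about 4.7%; inactives centre near -7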
# KCNK3 block = human KCNK3 channel inhibition, primary screen. O14649. 340,000 tested, 0.84% active. CHO-KCNK3 thallium flux, FluxOR fluorescence; hits give low values. B-score at 10 µM;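 active means B-score under library mean minus 4 SD, starting fluorescence ratio at most library mean plus 5 SD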;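 further: more negative B-score means stronger inhibition of thallium flux through KCNK3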
# DYRK1A inh = inhibitors of rat Dyrk1A kinase; ADP-Glo luminescence, NFATc1 peptide; 310,000 tested, 0.43% active; inhibition, % at 12.5 µM; Q63470; in the data active means inhibition above about 50%;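 further: plate controls were vehicle with enzyme for no effect and no enzyme for full effect; many of its hits are not listed in these tables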
# PolyA inhibitor = yeast polyadenylation inhibition; S. cerevisiae SKY197-pL101 polyadenylation reporter, beta-gal luminescence; efflux-impaired pdr1/pdr3 knockout yeast; score 100 = 6 SD above DMSO; calls only at 12 µM; 300,000 tested, 0.02% active;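 active means lowest replicate activity score at least 50, where 100 means six control SD above control mean; inconclusive means lowest score under 50 but half or more replicates reach 50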;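 further: yeast exposed to compound for 9 h at 30 °C; higher score means more reporter readthrough which indicates perturbed polyadenylation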
# HDAC3 inh = blocks human histone deacetylase 3; O15379; recombinant HDAC3, fluorogenic peptide/trypsin coupled, fluorescence; inhibition, % at 8.3 µM; 320,000 tested, 0.15% active; in the data active means inhibition above about 26%, passing the limit was not always enough; inconclusive means no clear call, values can overlap the other calls
# RGS4 act = RGS4 potentiation or activation. 310,000 tested, 0.92% active. HEK293 M3R/inducible RGS4, carbachol calcium flux Fluo4; hits give low values. AID 463111. B-score at 10 µM;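 active means B-score of the integrated calcium signal more than 4 SD below the library mean, with starting fluorescence not abnormally high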;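 further: negative B-score means reduced calcium response which marks RGS4 activation or potentiation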
#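 Assay system: Inducible-RGS4 HEK293 cells carrying M3 receptor | Schedule: Compound preincubation 20 min at room temperature before agonist | Signal: Kinetic calcium fluorescence imaging with Fluo4-AM dye, 2 µM | Read-out basis: B score from integrated fluorescence ratio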
# GSK3beta inhib = human GSK3beta kinase inhibition | GST-GSK3beta kinase, ADP-Glo luminescence, 60 min; hits give low values | 300,000 tested, 0.038% active | activity score (negative = inhibition), % at 10 µM;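 active means more than half of replicate wells score below -50%, meaning over 50% inhibition versus plate controls; inconclusive means some replicates but at most half score below -50%; inactive means no replicate scores below -50%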;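 further: 0% = median DMSO wells and -100% = median GW8510 positive control wells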
#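 test system = GST-tagged human GSK3beta kinase, cell-free | reagent = 25 µM ATP with peptide substrate | dosing = one dose of 10 µM per compound | schedule = 60 min reaction, RT | detection = luminescent ADP-Glo measurement of ADP formed | control set = DMSO neutral wells and GW8510 at 20 µM as positive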
# KCNK9 inh = human KCNK9 channel inhibition | HEK293 KCNK9, FluxOR thallium flux fluorescence; hits give low values | B-score at 10 µM | Q9NPC2 | 310,000 tested, 1.2% active | AID 488922;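 active means ratio B-score over 3 SD below the library mean, with starting fluorescence within 5 SD of its mean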;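 further: negative B-score means less thallium flux so channel inhibition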
# Target sequence (Q9NPC2 whole entry, looked up): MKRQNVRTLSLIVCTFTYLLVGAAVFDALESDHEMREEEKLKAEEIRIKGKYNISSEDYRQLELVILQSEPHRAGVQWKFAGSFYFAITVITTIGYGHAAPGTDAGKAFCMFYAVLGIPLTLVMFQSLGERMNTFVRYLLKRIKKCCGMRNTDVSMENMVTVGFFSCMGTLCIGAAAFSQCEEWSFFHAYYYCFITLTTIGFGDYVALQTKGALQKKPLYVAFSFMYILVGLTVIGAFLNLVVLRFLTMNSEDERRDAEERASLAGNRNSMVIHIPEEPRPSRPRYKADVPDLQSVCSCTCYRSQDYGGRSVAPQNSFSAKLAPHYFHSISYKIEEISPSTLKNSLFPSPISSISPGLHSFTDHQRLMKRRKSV
# KCNQ1 pot = human KCNQ1 channel potentiation or activation | P51787 | CHO-K1 KCNQ1, thallium flux FluxOR fluorescence; hits give high values | B-score at 10 µM | 310,000 tested, 0.35% active;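 active means fluorescence ratio B-score, a plate-corrected score, at least three library SD, with initial intensity B-score within 5 SD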
#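 Test system: CHO-K1 cells stably expressing KCNQ1 / Medium: assay buffer / Also added: depolarizing K+/Tl+ stimulus, K2SO4 and Tl2SO4 each 12.5 mM in 5x stock / Incubation: 90 min dye loading and 20 min compound exposure, both at room temperature / Signal: thallium influx via FluxOR fluorescence, kinetic imaging / Evaluation: B score of baseline-normalized fluorescence ratio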
# Active calls of the source: *; i = inactive; ? = inconclusive; · = no result given. These rows are one share of the data; count on the stated rates, not on these rows.
SMILES,GSK3A inh,KCNQ1 inh,hERG protect,KCNK3 block,DYRK1A inh,PolyA inhibitor,HDAC3 inh,RGS4 act,GSK3beta inhib,KCNK9 inh,KCNQ1 pot
O=C(COC(=O)c1cc(=O)[nH]c2ccccc12)Nc1cccc(S(=O)(=O)N2CCOCC2)c1,3.4,i,-12.8,i,0.9,i,-3.6,i,3.7,i,i
CCC(=O)N1CCc2cc(S(=O)(=O)CCC(=O)NCCc3ccc(OC)c(OC)c3)ccc21,0.7,i,-3.8,i,-2.0,i,-4.5,i,2.8,i,i
CCN(CC)c1ccc(/C=N/NC(=O)OC(C)(C)C)cc1,-1.6,i,-10.0,i,-8.5,i,-7.5,i,-2.0,i,i
CCOC(=O)C(C)Sc1nc2c(cnn2-c2ccc(C)cc2)c(=O)[nH]1 (configuration not stated),-57.4,i,-13.3,i,0.9,i,13.7,i,·,i,i
CCN(CC)S(=O)(=O)c1ccc2c(c1)oc(=O)n2CC(=O)NC1CCCCC1,-1.7,i,-4.7,i,·,i,-3.8,i,0.5,i,i
CC(=O)N1c2ccc(S(=O)(=O)N3CCC(C(=O)NCc4ccc(Cl)cc4)CC3)cc2CC1C (configuration not stated),-0.1,i,-8.9,i,4.1,i,5.9,i,-1.3,i,i
CCC(CC)C(=O)N1N=C(c2ccc(NS(C)(=O)=O)cc2)CC1c1ccc(C)cc1 (configuration not stated),-2.0,i,-13.8,i,-3.5,i,-24.6,i,-0.8,i,i
COc1ccc(CC(=O)N2CCC(Nc3nc4ccccc4n3Cc3ccc(F)cc3)CC2)cc1,0.6,i,-13.4,i,0.9,i,5.7,i,3.8,i,i
O=C1CC(c2ccccc2)CC(=O)C1Sc1ccc(Cl)cc1 (configuration not stated),-7.1,i,-9.0,i,-1.0,i,2.6,i,-3.8,i,i
COc1ccc(CCC(=O)NCCCNC(=O)CCc2ccc(OC)cc2)cc1,-5.1,i,-5.0,i,0.8,i,-7.5,i,0.3,i,i
CCn1c(SCc2ccc(C#N)cc2)nnc1-c1cccc(Cl)c1,-1.2,i,-10.6,i,-4.2,i,1.4,i,-3.7,i,i
COc1ccc(CCNC(=O)N[C@@H](Cc2ccccc2)C(=O)O)cc1,-0.2,i,-4.7,i,4.7,i,-2.6,i,1.5,i,i
Cc1ccc(S(=O)(=O)Oc2ccc(/C=C3\C(=N)N4N=C(S(C)(=O)=O)SC4=NC3=O)cc2)cc1,-2.1,i,-12.0,i,7.5,i,3.1,i,3.1,i,i
C=CCn1c(SCc2n[nH]c(=S)n2-c2ccccc2)nnc1-c1ccccc1,-1.5,i,-6.5,i,6.3,i,4.0,i,19.1,i,i
CCc1ccc(C(=O)/C=C2\Sc3ccccc3NC2=O)cc1,-3.8,i,-4.6,i,4.6,i,-11.3,i,-1.7,i,i
Cn1c(SCCC#N)nnc1-c1ccccc1F,0.7,i,-2.0,i,-0.9,i,0.6,i,-4.9,i,i
O=C(CC1CCCCC1)Nc1c2c(nn1-c1ccc(F)cc1)CS(=O)(=O)C2,0.1,i,-9.6,i,4.4,i,-2.2,i,-4.8,i,i
O=C(COc1ccc([N+](=O)[O-])cc1)NNC(=S)NC(=O)c1ccc(Br)cc1,-3.5,7*,-6.4,i,-4.7,i,7.7,i,0.2,i,i
O=C(NCc1ccccc1)C1CCN(C(=O)NCc2ccccc2)CC1,-0.3,i,-7.5,i,-3.3,i,6.7,i,0.2,i,i
Cc1cc(C)c(C(=O)c2ccc(C(=O)NC(C)(C)C)cc2)c(C)c1,-1.9,i,-5.2,i,5.6,i,1.6,i,-1.0,i,i
COc1ccc(/C=N/NC(=O)c2[nH]c3ccc(Br)cc3c2-c2ccccc2)c(C(=O)O)c1OC,2.0,i,-8.4,i,9.1,i,-1.8,i,2.5,i,i
CCOC(=O)N1CCN(C(=O)CCN2C(=O)/C(=C\c3cccc(OC)c3)SC2=S)CC1,1.4,i,-7.9,i,-7.1,i,-7.8,i,-0.4,i,i
NC(=S)Nc1nc2ccccc2[nH]c1=O,21.1,i,-4.8,·,·,i,8.4,i,-3.2,i,i
O=C1NC(c2ccc(Br)cc2)=N/C1=C/c1ccco1,-0.8,i,-5.6,i,-5.1,i,6.0,i,0.0,i,i
CC(C)(C)c1ccc(-n2ncc3c2CCCC3NC(=O)CN2CCCC2=O)cc1 (configuration not stated),-0.2,i,-12.4,i,·,i,-6.1,i,4.1,i,i

# Further structures follow:
SMILES,GSK3A inh,KCNQ1 inh,hERG protect,KCNK3 block,DYRK1A inh,PolyA inhibitor,HDAC3 inh,RGS4 act,GSK3beta inhib,KCNK9 inh,KCNQ1 pot
CCCn1nnc(NC(=O)COc2ccccc2Cl)n1,-1.1,i,-1.1,i,2.0,i,-5.9,i,4.1,i,i
CC(OC(=O)c1ccc(F)cc1)C(=O)Nc1nc(-c2cccc([N+](=O)[O-])c2)cs1 (configuration not stated),-2.4,i,-5.4,i,9.8,i,-5.8,i,-2.1,-7.42*,i
O=C(NCc1cccnc1)C(=O)NCC1OCCN1S(=O)(=O)c1cc(F)ccc1F (configuration not stated),0.2,i,-5.7,i,-5.4,i,-6.0,i,-1.9,i,i
COC(=O)Cn1c(-c2ccc(OC)cc2)c(-c2ccc(OC)cc2)nnc1=O,-4.6,i,-8.0,i,-1.5,i,2.4,i,3.3,i,i
O=[N+]([O-])c1cccc(NC(=S)N2CCN(c3ccccn3)CC2)c1,·,i,-12.2,i,1.7,·,2.0,i,-6.0,i,i
O=C(N/N=C\c1c[nH]c2ccccc12)c1ccc(O)cc1,3.1,i,-5.5,i,16.1,i,4.3,i,-3.8,i,i
Cc1ccc(C(C)C)c(OCCCn2ccnc2C)c1,1.5,i,-3.9,i,-5.2,i,-1.8,i,0.8,i,i
Cc1cc(C)c2c3c(sc2n1)C(=O)N(c1ccccc1)CC(=O)N3,-2.1,i,-2.8,i,9.0,i,1.2,i,0.9,i,i
CN(C)c1ccnc2sc3c(=O)n(-c4ccccc4)cnc3c12,-2.7,i,-14.1,i,-2.9,i,-1.2,i,1.7,i,i
O=C1OC(c2ccc(Cl)cc2)=C/C1=C/c1cccnc1,-0.1,i,-5.9,i,-2.6,i,-1.7,i,1.1,i,i
COc1ccc2c(c1)n([O-])c1c([n+]2=O)CCC1,0.4,i,-12.6,·,·,i,-5.7,i,-0.5,i,i
O=C(c1ccc(Br)cc1)N1CCCC(c2nc(-c3cccs3)no2)C1 (configuration not stated),0.6,i,-25.6,i,-1.0,i,8.5,i,2.1,i,i
CS(=O)(=O)N1CCN(C(=O)c2csc3ccccc23)CC1,-2.0,i,-9.7,i,-13.8,i,0.7,i,2.6,i,i
CCOC(=O)c1cc(-c2ccc(N3CCOCC3)cc2)nn1-c1ccccc1,-1.9,i,-1.2,i,1.8,i,-4.6,i,-16.9,i,i
C/C(N)=C(/C#N)C(=O)CSc1nc2scc(-c3ccccc3)c2c(=O)n1C,-1.1,i,-12.0,i,1.1,i,0.9,i,5.1,i,i
CCN(c1ccc(C)cc1C)S(=O)(=O)c1nnc(NC(=O)c2ccco2)s1,-5.5,i,-6.2,i,-4.9,i,-1.2,i,4.3,i,i
O=C(O)/C(=C/c1cccnc1)NC(=O)c1ccccc1,0.6,i,-0.7,i,-0.2,i,6.2,i,3.8,i,i
CC(C)c1ccc(NC(=O)c2cccc(NC3=NC4CS(=O)(=O)CC4S3)c2)cc1 (configuration not stated),0.9,i,-3.3,i,-2.2,i,1.2,i,-3.6,i,i
CC12CCCc3c(O)cc(=O)n(c31)-c1ccccc12 (configuration not stated),-1.3,i,-4.8,i,20.1,i,0.3,i,2.9,i,i
Cc1ccc(NC(=O)CCN2CCc3ccccc3C2)cc1,1.9,i,-0.8,i,-2.7,i,5.7,i,-0.4,i,i
CCCS(=O)(=O)N1CCN(C(=O)c2cccc(OC)c2)CC1,-1.6,i,-11.3,i,-8.5,i,-4.4,i,-1.7,i,i
CN1CCN(S(=O)(=O)c2cccc(C(=O)Nc3sc4c(c3C(N)=O)CCCC4)c2)CC1,1.4,i,1.4,i,2.1,i,1.2,i,1.7,i,i
C=CCc1c(C)nc(-c2ccccc2)nc1Nc1ccc(O)cc1,-1.4,i,-20.1,i,41.5,i,7.3,i,-2.8,i,i
COc1ccc(CCn2c(N)c(C#N)c3nc4ccccc4nc32)cc1OC,6.3,i,-10.0,i,-1.5,i,-5.6,i,1.9,i,i
CCN(CC)CCNC(=O)c1cccc(NC(=O)C(=O)c2cc(Br)ccc2NC(C)=O)c1,-0.1,i,-11.3,i,5.1,i,3.8,i,1.8,i,i

# Going on with the list:
SMILES,GSK3A inh,KCNQ1 inh,hERG protect,KCNK3 block,DYRK1A inh,PolyA inhibitor,HDAC3 inh,RGS4 act,GSK3beta inhib,KCNK9 inh,KCNQ1 pot
O=C(NNC(=O)C1CCN(S(=O)(=O)c2ccc(Cl)cc2)CC1)c1ccc(Cl)cc1,1.6,i,-4.5,i,-0.5,i,5.7,i,1.2,i,i
CCOC(=O)CC(NS(=O)(=O)c1ccc(NC(C)=O)cc1)c1ccc(OCC)cc1 (configuration not stated),-1.3,i,-3.1,i,5.2,i,1.7,i,-1.1,i,i
CCOC(=O)c1cc2c(OC)ccc(OC)c2n1CC(=O)c1ccccc1,-0.7,i,-9.3,i,0.2,i,2.8,i,-1.0,i,i
O=C(NNC(=O)c1cc2ccccc2oc1=O)c1ccccc1,1.6,i,-6.2,i,-0.6,i,-11.8,i,0.2,i,i
O=C(Nc1ccccc1Cl)O/N=C/c1ccncc1,-1.8,i,-3.3,i,-0.7,i,-0.1,i,0.7,i,i
Cc1ccc(NC(=O)COc2coc(CN3CCc4ccccc43)cc2=O)c(C)c1,1.1,i,-12.6,i,1.8,i,7.4,i,1.5,i,i
O=C(NCc1ccco1)C12CC3CC(CC(C3)C1)C2,4.3,i,0.0,i,-2.7,i,-2.1,i,4.2,i,i
COC(=O)c1ccc(COc2ccccc2/C=C(\C#N)C(=O)Nc2ccc(C)cc2C)cc1,-1.4,i,-3.5,i,-2.4,i,?,i,-1.7,-7.1*,i
CC(=O)c1ccc(Oc2ccc(C(C)=O)cc2)cc1,-1.8,i,-6.0,i,-1.6,i,7.2,i,0.9,i,i
O=[N+]([O-])c1cc(NCCO)c(N2CCCCCC2)c2nonc12,12.1,i,-7.2,i,10.5,i,13.7,i,-2.0,i,i
